Compound activity from PubChem BioAssay.
NALP1 inh: blocks the NALP1 inflammasome reconstituted in yeast. S. cerevisiae NALP1/ASC/caspase-1 growth, X-gal OD620, 72 h. 0.61% of 280,000 active. AID 2071. inhibition, % at 10 µM; in the data active means inhibition mostly above about 24%, no sharp cut-off; inactive means mostly below about 32%; further: some compounds called inactive have numbers as strong as hits
GPR7 antag: antagonists of human GPR7 (neuropeptides B/W receptor 1) | AID 1861 | P48145 | 1.1% of 290,000 active | inhibition, % at 4.4 µM | GPR7-expressing cells, fluorescence antagonist assay; in the data active means inhibition above about 16%, passing the limit was not always enough;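 further: cells stimulated with the agonist NPW; 0% = agonist with vehicle and 100% = vehicle without agonist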
IDE cell activ: boosts human insulin-degrading enzyme activity in HEK cells. P14735. FAbeta-B cleavage, fluorescence polarization; 0% vehicle, 100% cell-free pure enzyme wells. activation, % at 5.96 µM. 0.073% of 340,000 active;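 active means activation above the mean of all tested compounds plus 3 SD, set per screening campaign, cut at about 17% in these data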
Target sequence (P14735 whole entry, looked up): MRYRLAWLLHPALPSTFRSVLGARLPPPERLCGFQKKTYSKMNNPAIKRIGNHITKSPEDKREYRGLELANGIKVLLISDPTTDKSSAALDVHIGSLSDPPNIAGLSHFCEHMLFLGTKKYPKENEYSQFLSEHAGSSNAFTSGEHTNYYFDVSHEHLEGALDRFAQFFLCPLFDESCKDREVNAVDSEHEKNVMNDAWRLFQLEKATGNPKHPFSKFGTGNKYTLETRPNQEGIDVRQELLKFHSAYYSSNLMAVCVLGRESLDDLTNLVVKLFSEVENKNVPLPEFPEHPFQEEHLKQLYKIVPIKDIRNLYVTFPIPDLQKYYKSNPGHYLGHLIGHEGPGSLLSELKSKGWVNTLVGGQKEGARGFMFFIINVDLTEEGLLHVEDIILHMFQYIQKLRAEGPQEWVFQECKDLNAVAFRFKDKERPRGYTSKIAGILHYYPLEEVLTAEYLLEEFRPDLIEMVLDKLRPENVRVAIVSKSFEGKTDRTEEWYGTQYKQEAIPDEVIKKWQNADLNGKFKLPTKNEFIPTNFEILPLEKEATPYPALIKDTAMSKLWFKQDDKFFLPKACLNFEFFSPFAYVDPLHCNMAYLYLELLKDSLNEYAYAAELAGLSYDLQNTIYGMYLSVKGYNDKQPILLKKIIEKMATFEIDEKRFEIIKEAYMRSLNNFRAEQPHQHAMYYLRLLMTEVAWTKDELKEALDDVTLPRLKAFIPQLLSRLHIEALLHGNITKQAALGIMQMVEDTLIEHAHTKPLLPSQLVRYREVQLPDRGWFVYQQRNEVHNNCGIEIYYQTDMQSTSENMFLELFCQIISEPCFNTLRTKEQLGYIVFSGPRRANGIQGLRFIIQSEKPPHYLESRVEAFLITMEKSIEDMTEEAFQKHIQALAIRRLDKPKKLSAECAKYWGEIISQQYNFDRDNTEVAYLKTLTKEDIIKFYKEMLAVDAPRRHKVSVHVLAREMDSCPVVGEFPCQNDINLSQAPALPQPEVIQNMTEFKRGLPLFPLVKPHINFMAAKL
PHOSPHO1 inh: PHOSPHO1 (human) inhibition. Q8TCT1. recombinant PHOSPHO1, absorbance phosphatase assay. inhibition, % at 13.3 µM. 1.1% of 290,000 active. AID 1565; in the data active means inhibition above about 60%
IDE inh: inhibits human insulin-degrading enzyme in HEK cells; P14735; FAbetaB cleavage, fluorescence polarization; inhibition, % at 5.59 µM; 0.41% of 320,000 active; AID 434962;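 active means percent inhibition above the average of all tested compounds plus 3 SD, set per screening campaign, cut at about 16% in these data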;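 further: IDE supplied by intact live HEK cells; FP after avidin binding of uncleaved biotin substrate so inhibition keeps polarization high; 0% = DMSO wells and 100% = 60 µM reference IDE inhibitor Ii1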
VIM-2 inhibitor: blocks Pseudomonas aeruginosa VIM-2 metallo-beta-lactamase; purified VIM-2, nitrocefin hydrolysis, epi-absorbance fluorescence; inhibition, % at 5.6 µM; AID 1527; 0.89% of 290,000 active;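 active means inhibition above the mean of all tested compounds plus 3 SD, cutoff set per screening run, cut at about 7.5% in these data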;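 further: red hydrolysis product quenches plate fluorescence so inhibitors raise well fluorescence; 0% = enzyme with DMSO and 100% = DMSO without enzyme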
PfM18AAP inh: blocks P. falciparum M18 aspartyl aminopeptidase; AID 1822; 1.2% of 290,000 active; inhibition, % at 7.35 µM; recombinant PfM18AAP, H-Glu-NHMec fluorogenic cleavage;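 active means inhibition above the campaign mean inhibition over all tested compounds plus 3 SD, cut at about 28% in these data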;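 further: 0% = plate median of test compound wells and 100% = 2 mM ZnCl2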
IMP-1 inh: blocks Pseudomonas aeruginosa IMP-1 metallo-beta-lactamase; purified IMP-1, nitrocefin hydrolysis, epi-absorbance fluorescence; 0.45% of 290,000 active; inhibition, % at 5.6 µM; AID 1556;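 active means inhibition above the mean plus 3 SD of all compounds in the same screening run, cut at about 4.5% in these data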;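 further: 0% = IMP-1 with DMSO and 100% = DMSO wells lacking enzyme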
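Material – recombinant IMP-1 enzyme, purified · Amount – IMP-1 0.2 nM before substrate addition · Medium – HEPES buffer pH 7.1 with ZnSO4 and Brij 35 · Timing – 25 °C, 15 min preincubation, 25 min reaction · Measured by – plate fluorescence quenching by hydrolysis product, ex 480/em 530 nm · Read-out – percent enzyme inhibition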
pCIP destab: compounds decreasing mouse p/CIP protein stability | F442A p/CIP-EGFP cells, EGFP fluorescence, 16 h | Q05BA5 | 0.01% of 290,000 active | decrease of EGFP signal, % at 10 µM;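 active means EGFP signal decrease of at least 30% at 10 µM or well 3 SD below plate mean, unless failing retest; inactive means the rest, including hits failing retest or dose response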; further: some compounds called inactive have numbers as strong as hits; many of its hits are not listed in these tables
An asterisk follows results filed as active; / = no result given.

SMILES | NALP1 inh | GPR7 antag | IDE cell activ | PHOSPHO1 inh | IDE inh | VIM-2 inhibitor | PfM18AAP inh | IMP-1 inh | pCIP destab
CC12CN3CCN(CC(C3)/C1=N\N=C1/C3CN4CCN(C3)CC1(C)C4)C2 | 30 | 1 | 1 | -7 | 4 | 1.9 | -7 | -1.5 | -3
CCOC(=O)Cc1csc(NC(=O)CSc2nnnn2-c2ccc(C)c(C)c2)n1 | -13 | 2 | 0 | -11 | 6 | -2.0 | 7 | 1.5 | 4
CCCCCCC1C(C#N)=C(N)OC2=C1C(=O)CC(C)(C)C2 (centres undefined) | 16 | -2 | 6 | 0 | 0 | -4.0 | 2 | -0.7 | 10
Cc1ccc(/C=N/NC(=O)c2ccc3c(c2)OCCO3)s1 | 11 | 2 | 1 | 10 | -2 | -4.2 | 6 | -2.7 | 11
O=S(=O)(Cc1ccc(Cl)cc1)N1CCN(Cc2ccccc2)CC1 | 24 | -5 | 1 | -14 | -3 | -0.7 | -4 | -2.0 | -9
CCOc1ccc2sc(NS(=O)(=O)c3ccc(N)cc3)nc2c1 | 3 | -15 | 7 | 20 | 3 | -1.1 | -5 | -2.7 | -4
CCc1ccc(-n2c(C)n[nH]c2=S)cc1 | 0 | -7 | -2 | 24 | -7 | 6.2 | 13 | -3.4 | -5
CCc1nnc(NC(=O)CSCc2cc(=O)n3nc(C(C)C)sc3n2)s1 | 14 | -2 | 7 | 5 | 1 | -0.4 | -1 | -0.2 | -6
CCc1ccc(C(=O)COC(=O)c2ccccc2OC)cc1 | 6 | -3 | 5 | 14 | 3 | -1.4 | -7 | -2.5 | -2
CCCC(=O)OCCNc1cc(SCc2ccco2)c2nonc2c1[N+](=O)[O-] | 12 | -4 | -3 | 9 | 7 | 0.8 | -10 | 0.1 | -15
O=C(NCc1ccco1)C1CCCN(S(=O)(=O)c2cnc[nH]2)C1 (centres undefined) | 4 | -6 | 6 | 0 | 4 | -1.9 | 6 | 0.6 | -4
Cc1ccccc1Nc1nc(N)nc(COC(=O)CCS(=O)(=O)c2ccccc2)n1 | 12 | -2 | 8 | -8 | -3 | 1.0 | 4 | -2.0 | -10
N#CNC(=Nc1cccc(F)c1)SCc1ccccc1F | / | 2 | 3 | -9 | -2 | -1.5 | 4 | -1.6 | -8
C=CCN(C(=O)Cn1ncc2c1-c1cc(C)ccc1OC2)c1ccccc1 | 26 | 1 | 2 | -6 | 5 | -2.7 | 5 | -4.8 | 1
CC(=O)c1cccc(NC(=S)N2CCN(c3ccccn3)CC2)c1 | 10 | -2 | 6 | 11 | 2 | -4.3 | -1 | -3.6 | 12
O=C1c2ccccc2C(=O)C1c1ccncc1 | 4 | -3 | 1 | 11 | 2 | -0.9 | -2 | -2.2 | -5
CCC1(CC)NC(=S)N(Nc2ccccc2)C1=O | 0 | 0 | 1 | 14 | 6 | -6.9 | -11 | -4.2 | -5
Cc1cc(Cl)ccc1NC(=S)NCc1ccccc1 | 22 | 7 | 2 | -3 | -6 | -1.4 | -3 | -3.9 | -7
COc1ccc(N2CCN(c3oc(COc4ccc(Cl)cc4)nc3C#N)CC2)cc1 | -7 | 39* | 5 | 2 | 4 | -2.6 | -10 | -3.6 | 1
COc1ccc(CCNC(=O)c2ccc3c(=O)n(Cc4ccco4)c(=S)[nH]c3c2)cc1OC | 4 | -9 | 4 | -59 | 1 | -0.8 | 3 | -1.9 | -17
O=C(Nc1ccccc1)c1cccc(-c2nnc(-c3ccccc3)o2)c1 | 20 | -9 | 3 | -7 | 0 | -4.0 | -3 | -2.1 | -7
CN(C)S(=O)(=O)Nc1ccccc1F | 16 | 14 | 5 | 43 | -3 | 0.1 | -2 | -1.2 | 2
Cc1ccc(C(=O)NC(O)C(Cl)Cl)cc1 (centres undefined) | 27 | -5 | 0 | -5 | 5 | -2.1 | -3 | -0.5 | 4
OCC[C@@H]1C[C@@H](O)[C@H](O)[C@@]2(CCCc3ccccc3O2)O1 | 6 | -10 | 4 | 15 | -3 | -2.6 | -2 | -1.7 | -17
COc1ccc([N+](=O)[O-])cc1NCC(=O)c1ccc(C)cc1 | 10 | -10 | -5 | 35 | 1 | 0.7 | -6 | -1.0 | -10
COc1ccc(N(C(=O)c2ccccc2OC)C2C=CS(=O)(=O)C2)c(OC)c1 (centres undefined) | 0 | 6 | -3 | 58 | 3 | -2.8 | 0 | -3.0 | 7
CCn1nnnc1SCC(=O)c1cccc(OC)c1 | 36 | 3 | 0 | 35 | 4 | -3.2 | 2 | -1.5 | -1
Cc1cc(C(=O)N2CCc3ccccc32)c2ccccc2n1 | -7 | 3 | 0 | 24 | 2 | -0.9 | -1 | -0.9 | -8
O=C(NC1CCSC1=O)c1cccc(Cl)c1 (centres undefined) | 7 | 0 | -2 | 25 | 9 | -0.7 | -12 | -1.5 | -11
CCCn1c(=O)[nH]c(=O)c2c1nc(-c1ccc3c(c1)OCCO3)n2CCN1CCOCC1 | 20 | -3 | 4 | 6 | 6 | -2.0 | 4 | -1.4 | -14
CC(C)(C)NC(=O)NC(=O)COC(=O)CNS(=O)(=O)c1ccc(Br)cc1Cl | -14 | -5 | 6 | 32 | 0 | -2.6 | 8 | -1.8 | -5
CC(=O)c1ccc(OCC(=O)Nc2ccccc2N2CCCC2)cc1 | 19 | -2 | 7 | 38 | 3 | 1.1 | -5 | -0.2 | 5
Fc1ccccc1COc1ccccc1/C=N/Nc1nc(N2CCCC2)nc(N2CCCC2)n1 | 23 | -7 | -6 | 5 | 5 | -3.3 | 9 | -2.4 | -9
COc1ccc(NC(=O)CCNC(=O)c2ccco2)cc1OC | -4 | -2 | 0 | 36 | -3 | -4.0 | -5 | -2.5 | -12
C#CC1(NC(=O)N(C)C)CCCCC1 | -3 | -15 | 4 | 32 | 4 | -2.0 | -1 | -2.6 | -11
C/C(=C\C(=O)c1ccc(Br)cc1)NCc1ccccc1 | -1 | -14 | 3 | 20 | 1 | -5.1 | 1 | -2.4 | 6
Fc1ccccc1N1CCN(C(c2ccccn2)c2nnnn2C2CCCCC2)CC1 (centres undefined) | -12 | 0 | 5 | 26 | 1 | -2.6 | -1 | -2.7 | -9
CCOC(=O)C1CCN(Cc2cc(=O)oc3cc(C)c(Cl)cc23)CC1 | 0 | 11 | 1 | 36 | -2 | 0.8 | -5 | 0.7 | -1
COC(=O)C(C)N(C(=O)c1cccc(Cl)c1)c1c(C)cccc1C (centres undefined) | 34 | -8 | 6 | 9 | -4 | -3.6 | 4 | -3.9 | 1
CC(C)(C)c1ccc(-c2n[nH]c(=S)n2C2CCCC2)cc1 | 12 | -17 | -11 | 91* | 2 | -3.9 | -7 | -4.4 | -6

10 of the compounds above, with values ahead of the structure:
NALP1 inh | GPR7 antag | IDE cell activ | PHOSPHO1 inh | IDE inh | VIM-2 inhibitor | PfM18AAP inh | IMP-1 inh | pCIP destab | canonical_smiles
-7 | 3 | 0 | 24 | 2 | -0.9 | -1 | -0.9 | -8 | Cc1cc(C(=O)N2CCc3ccccc32)c2ccccc2n1
7 | 0 | -2 | 25 | 9 | -0.7 | -12 | -1.5 | -11 | O=C(NC1CCSC1=O)c1cccc(Cl)c1 (centres undefined)
20 | -3 | 4 | 6 | 6 | -2.0 | 4 | -1.4 | -14 | CCCn1c(=O)[nH]c(=O)c2c1nc(-c1ccc3c(c1)OCCO3)n2CCN1CCOCC1
-14 | -5 | 6 | 32 | 0 | -2.6 | 8 | -1.8 | -5 | CC(C)(C)NC(=O)NC(=O)COC(=O)CNS(=O)(=O)c1ccc(Br)cc1Cl
19 | -2 | 7 | 38 | 3 | 1.1 | -5 | -0.2 | 5 | CC(=O)c1ccc(OCC(=O)Nc2ccccc2N2CCCC2)cc1
23 | -7 | -6 | 5 | 5 | -3.3 | 9 | -2.4 | -9 | Fc1ccccc1COc1ccccc1/C=N/Nc1nc(N2CCCC2)nc(N2CCCC2)n1
-4 | -2 | 0 | 36 | -3 | -4.0 | -5 | -2.5 | -12 | COc1ccc(NC(=O)CCNC(=O)c2ccco2)cc1OC
-3 | -15 | 4 | 32 | 4 | -2.0 | -1 | -2.6 | -11 | C#CC1(NC(=O)N(C)C)CCCCC1
-1 | -14 | 3 | 20 | 1 | -5.1 | 1 | -2.4 | 6 | C/C(=C\C(=O)c1ccc(Br)cc1)NCc1ccccc1
-12 | 0 | 5 | 26 | 1 | -2.6 | -1 | -2.7 | -9 | Fc1ccccc1N1CCN(C(c2ccccn2)c2nnnn2C2CCCCC2)CC1 (centres undefined)

(further entries)
SMILES | NALP1 inh | GPR7 antag | IDE cell activ | PHOSPHO1 inh | IDE inh | VIM-2 inhibitor | PfM18AAP inh | IMP-1 inh | pCIP destab
Nc1ccc2oc(CCc3ccccc3)nc2c1 | 10 | 0 | 2 | -14 | -2 | -3.5 | 13 | -2.0 | 8
CCn1cc([N+](=O)[O-])c(C(=O)N2N=C3/C(=C/c4cccs4)CCCC3C2c2cccs2)n1 (centres undefined) | 9 | -15 | 5 | -3 | 4 | -3.5 | 6 | -7.2 | -4
Cc1ccc2c(c1)N(C(=O)CCC(=O)NCc1ccccn1)CC(C)O2 (centres undefined) | 16 | 12 | 1 | 23 | -1 | -0.9 | 10 | 0.8 | 3
CC(NC(=O)C1CCC(CNc2c(N3CCOCC3)c(=O)c2=O)CC1)c1ccccc1 (centres undefined) | -2 | -12 | 4 | -19 | 1 | 0.8 | -8 | -2.6 | -3
O=C(O)c1cccc(N2C(=O)/C(=C/c3ccc([N+](=O)[O-])cc3)C=C2c2ccccc2)c1 | 17 | -7 | -2 | -7 | -2 | -3.3 | -2 | -2.6 | 6
CC1(C)Cc2c(cnn2-c2cccc(F)c2)C(NC(=O)CSc2ccncc2)C1 (centres undefined) | 10 | 9 | -1 | 43 | -3 | -2.2 | 1 | -3.4 | -11
CCC(C)(C)n1nnnc1C(c1ccc(F)cc1)N1CCC(C(N)=O)CC1 (centres undefined) | 5 | -7 | -5 | 30 | -8 | -2.0 | -9 | -2.2 | -9
CSc1ccccc1NC(=O)CN(C)Cc1c(O)ccc2ccccc12 | 12 | -20 | 1 | -13 | 1 | -5.1 | 2 | -3.0 | 2
Cc1ccc(OCCCCc2c(C)n[nH]c2C)cc1 | -15 | -4 | 5 | 25 | 5 | 0.8 | 11 | -3.1 | -11
CCCOc1ccc(/C(O)=C2/C(=O)C(=O)N(c3ccccn3)C2c2ccc(OC)cc2)cc1C (centres undefined) | 13 | 13 | 6 | / | 3 | -3.2 | -5 | -1.0 | -35
Cn1c(NC(=O)c2ccccc2)c(-c2cccs2)c(=O)c2ccccc21 | 5 | 5 | 10 | 1 | 0 | 0.9 | 11 | 3.2 | -8
CN(C(=O)c1ccccc1Cl)C1CCCCC1 | 38 | -1 | 5 | 39 | 0 | -0.9 | 4 | -2.6 | -20
COCCOC1CCN(C(=O)c2cc(COc3ccc(F)cc3F)on2)CC1 | 0 | -8 | 0 | 43 | 2 | -3.1 | 7 | -2.3 | -16
CC(C)(CO)NS(=O)(=O)c1ccc2c(c1)oc(=O)c1cc(S(=O)(=O)NC(C)(C)CO)ccc12 | 14 | -8 | 4 | 7 | 2 | -3.4 | -3 | -1.5 | -10

Limited to IDE cell activ, PHOSPHO1 inh and IDE inh, for two of the compounds above:
Structure	IDE cell activ	PHOSPHO1 inh	IDE inh
COc1ccc(N(C(=O)c2ccccc2OC)C2C=CS(=O)(=O)C2)c(OC)c1 (centres undefined)	-3	58	3
CCn1nnnc1SCC(=O)c1cccc(OC)c1	0	35	4
